NS5 inhibitors – Dengue-2 NS5 methyltransferase inhibitors, primary screen, biochemical, confirmation dose response (AID 588689). Dengue-2 NS5 methyltransferase capping enzyme assay, biochemical; higher % means a stronger effect. Genome polyprotein (Dengue virus type 2 (strain 16681-PDK53)). 340,000 tested, 0.3% active. one-dose inhibition, % at 25 µM; IC50 in µM for titrated hits; in the data active = a potency from the dose series; inconclusive = inhibition above about 29% without an active follow-up result
GPR55 antagonists – GPR55 antagonists blocking LPI-driven arrestin recruitment, primary screen, imaging, U2OS, beta-arrestin-GFP, LPI agonist (AID 2013). U2OS GPR55 beta-arrestin-GFP translocation imaging, LPI antagonism; higher % means a stronger effect. one-dose inhibition, % at 10 µM; IC50 in µM for titrated hits. 290,000 tested, 0.13% active;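 active = spots per cell inhibited over 60%, with over 100 cells counted and total cytoplasm intensity under 500,000; inconclusive = wells with under 100 cells, flagged as likely toxic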;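 also: U2OS cells stably carrying GPR55 and arrestin-GFP stimulated by 5 µM LPI near EC80; imaged beta-arrestin-GFP aggregate spots per cell after agonist stimulation; plate controls were LPI-stimulated DMSO wells for no effect and DMSO wells without LPI for full effect; some results filed as inactive read as strong as hits; confirmed hits need IC50 under 10 µM and bright autofluorescent wells are also inconclusive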
AID2073 – inhibitors of Mint1-CaV2.2 protein interaction, biochemical, HTRF (AID 2073). one-dose inhibition, % at 20 µM; IC50 in µM for titrated hits. 290,000 tested, 0.19% active. HTRF protein-protein interaction, Mint1-CaV2.2; higher % means a stronger effect. Voltage-dependent N-type calcium channel subunit alpha-1B (Homo sapiens); in the data active = inhibition mostly above about 51%, no sharp cut-off; inconclusive = no clear call, values can overlap the other calls; inactive = mostly below about 53%; also: some results filed as inactive read as strong as hits
GPR35 arrestin U2OS – GPR35 antagonists blocking zaprinast-driven arrestin recruitment, primary screen, imaging, U2OS, beta-arrestin-GFP, zaprinast agonist (AID 2058) | G-protein coupled receptor 35 (Homo sapiens) | U2OS GPR35 beta-arrestin-GFP translocation imaging, zaprinast antagonism; higher % means a stronger effect | inhibition, % at 10 µM, or IC50 in µM where a hit was titrated | 290,000 tested, 0.052% active;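 active = inhibition of at least 50% with at least 30 cells and total cytoplasm GFP at most 10,000,000; inconclusive = under 30 cells or total GFP of 10,000,000 plus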
GPR55 activation – GPR55 agonists via beta-arrestin recruitment, primary screen, imaging, U2OS cells, beta-arrestin-GFP redistribution (AID 1961) | 290,000 tested, 0.048% active | U2OS GPR55 beta-arrestin-GFP redistribution imaging; higher % means a stronger effect | G-protein coupled receptor 55 (Homo sapiens) | activation, % at 10 µM, or EC50 in µM where a hit was titrated;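 active = activation above 40% with more than 50 cells counted in the well; inconclusive = wells holding fewer than 50 cells, flagged as toxic or sparse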;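 also: U2OS osteosarcoma cells stably expressing GPR55 and beta-arrestin-GFP; plate controls were DMSO negative control for no effect and LPI positive control for full effect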
HIV fusion peptide – inhibitors of HIV fusion peptide binding, primary screen, biochemical, uHTS, fluorescence dequenching (AID 1986) | 290,000 tested, 0.3% active | cell-free peptide binding, fluorescence dequenching, 30 min; higher % means a stronger effect | inhibition, % at 20 µM; hits with a dose series show IC50 in µM; in the data active = inhibition mostly above about 52%, no sharp cut-off; inactive = mostly below about 76%; also: some results filed as inactive read as strong as hits
UTI89 phage lysis – inhibition of K1F phage lysis, E. coli UTI89, bacterial capsule biogenesis inhibitors, alamar blue (AID 488966); 340,000 tested, 0.02% active; E. coli UTI89 K1F phage lysis, alamar blue, 2 h; higher % means a stronger effect; inhibition, % at 100 µM, or IC50 in µM where a hit was titrated;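 active = phage lysis inhibition, versus mean bacterial control, above a set limit; inconclusive = no clear call, values can overlap the other calls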;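 also: capsule biogenesis inhibitors block K1F phage lysis so surviving cells raise fluorescence; higher fluorescence means more inhibition of phage lysis; actives were called in the ten point dose series up to 300 µM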
SIAH1 antagonists – Siah-1 peptide-binding antagonists, primary screen, biochemical, fluorescence polarization, rhodamine-plectin, uHTS (AID 1817). E3 ubiquitin-protein ligase SIAH1 (Homo sapiens). one-dose displacement, % at 20 µM; IC50 in µM for titrated hits. 290,000 tested, 0.02% active. Siah-1 / rhodamine-plectin peptide fluorescence polarization; higher % means a stronger effect;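 active = displacement of at least 50% at 20 µM, with a fluorescence ratio check between 0.3 and a set limit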;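 also: plate controls were Siah plus tracer with DMSO for no effect and tracer alone without Siah for full effect; strong numbers were not always called active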
NTR1 ag – agonists of NTR1, primary screen, imaging, U2OS cells, beta-arrestin-GFP, high content (AID 493036); Neurotensin receptor type 1 (Homo sapiens), P30989; 330,000 tested, 0.17% active; NTR1-U2OS beta-arrestin-GFP spot imaging, agonist mode; activation, % at 20 µM;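 active = activation at or above 40% of the spot to cytoplasm intensity ratio, with at least 20 cells analyzed; inconclusive = wells under 20 cells, flagged as cytotoxic or low count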;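 also: 0% = DMSO without peptide and 100% = 100 nM NTR1 peptide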
Target sequence (P30989 whole entry, looked up): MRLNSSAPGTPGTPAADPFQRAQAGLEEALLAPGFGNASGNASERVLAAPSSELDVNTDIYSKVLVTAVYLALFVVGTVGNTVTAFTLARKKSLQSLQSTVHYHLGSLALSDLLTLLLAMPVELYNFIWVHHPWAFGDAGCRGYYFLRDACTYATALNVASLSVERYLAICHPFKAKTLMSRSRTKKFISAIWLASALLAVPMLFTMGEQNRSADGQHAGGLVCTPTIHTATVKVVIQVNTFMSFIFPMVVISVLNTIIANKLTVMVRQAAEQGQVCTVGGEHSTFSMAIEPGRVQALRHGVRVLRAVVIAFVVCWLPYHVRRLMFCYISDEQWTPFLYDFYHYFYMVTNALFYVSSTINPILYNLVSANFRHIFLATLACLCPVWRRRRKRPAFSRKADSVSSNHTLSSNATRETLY
NTR1 ag cell count 20 µM – also measured in NTR1 ag; calls as there; cell count; measured here: cell count, cytotoxicity flag
Starred values were filed as active, the others as inactive; i = inactive; u = inconclusive; x = no result given; [ ] = dose if it differs, or a comment.

SMILES | NS5 inhibitors | GPR55 antagonists | AID2073 | GPR35 arrestin U2OS | GPR55 activation | HIV fusion peptide | UTI89 phage lysis | SIAH1 antagonists | NTR1 ag | NTR1 ag cell count 20 µM
O=C(c1ccc(S(=O)(=O)N2CCCCC2)cc1)N1CCN(CCN2C(=O)c3cccc4cccc(c34)C2=O)CC1 | -5% | 1% | -16% | -4% | -0.2% | -2.3% | 3.8% | -5% | 32 | 47
C/C(=N\O)C(=O)NCCCNCCCN(C)C | -6% | 1% | 0% | -15% | -0.2% | 0.4% | -2.9% | 3% | -1.8 | 47
Cc1cc(C)nc(SCC(=O)Nc2ncc3c(n2)CCCC3=O)n1 | -1% | 10% | -10% | -3% | -0.1% | -1.2% | 1.4% | 3% | -1.8 | 88
Cc1cccc(Cn2c(O)c(N=NC(=S)Nc3ccccc3F)c3ccccc32)c1 | -18% | 8% | u | -15% | -0.2% | -0.6% | 0.9% | -6% | 1.2 | 44
CC(C)NC(=O)C1CCN(S(=O)(=O)c2ccc(N3CCCC3=O)cc2)CC1 | 7% | 11% | 28% | -6% | -0.1% | 0.4% | 0.2% | 2% | 1.7 | 71
CC(Oc1cc(-c2ccccc2)cc2ccccc12)C(=O)N1CCOCC1 (stereo unspecified) | 2% | -3% | -2% | -10% | -0.1% | -0.6% | -0.1% | 0% | 0.5 | 70
CCOc1cc(N2CCOCC2)c(OCC)cc1NC(=O)COc1ccccc1[N+](=O)[O-] | -6% | -3% | 2% | -6% | 0.2% | 1.1% | 0.0% | 0% | 2.6 | 62
O=C(NCCCN1CCOCC1)c1cc(-c2cccc(O)c2)on1 | -5% | 18% | 1% | 7% | 0.0% | 0.6% | 0.1% | 3% | -0.9 | 59
O=C(Cn1c(C(F)(F)F)nc2ccccc21)N1CCCC1 | -1% | 0% | -1% | -4% | -0.1% | 0.5% | 1.1% | -1% | 1.1 | 65
COc1ccc(CNC(=O)C2CCN(S(=O)(=O)N3CCCCC3)CC2)c(OC)c1 | 1% | 3% | 3% | 12% | -0.2% | -1.5% | 0.2% | 2% | -0.3 | 55
O=C(Cn1ncc2c1-c1ccccc1OC2)N1CCN(c2ccccn2)CC1 | -1% | 9% | 9% | 5% | 0.5% | 5.8% | 1.3% | 0% | 8.0 | 45
Cc1cc(Cl)c(S(=O)(=O)Nc2ccon2)cc1OCC(=O)NC1CCCCC1 | 3% | 6% | 1% | -14% | 0.2% | 0.7% | 1.1% | -1% | -0.3 | 86
CN(C)c1cccc(C(=O)n2cc(C(=O)c3cc(F)ccc3O)cn2)c1 | -3% | 5% | 4% | -9% | -0.1% | 3.0% | -0.3% | -1% | -1.0 | 61
O=C(NC(Cc1ccccc1)C(=O)O)/C(=C/c1ccccc1)NC(=O)c1ccc(Br)o1 (stereo unspecified) | 9% | -12% | 12% | -6% | -0.2% | 1.7% | -0.1% | -7% | 0.6 | 59
CSc1ccc(CN2CCCN(C)CC2)cc1 | -4% | 58% | 3% | 6% | -0.2% | 1.6% | 0.1% | 3% | -0.9 | 72
CCOc1ccc(NC(=O)NNC(=O)c2ccc(CC)s2)cc1 | -8% | -7% | 0% | 0% | -0.1% | -0.4% | 0.8% | -2% | 1.4 | 35
COC(=O)CSc1nccc(-c2cccs2)n1 | 3% | -4% | 2% | 14% | -0.4% | 1.7% | 0.2% | -4% | -0.4 | 51
CC(/C=N/n1cnnc1)=C\c1ccco1 | 7% | 9% | -6% | 4% | 0.2% | 16% | 0.0% | 3% | -0.5 | 85
Clc1ccc(-n2nnnc2SCc2cn3ccccc3n2)cc1 | 2% | 0% | -8% | 5% | 0.5% | -1.1% | 0.4% | -4% | -1.1 | 51
CC(O)Cn1cnc2c1c(=O)n(C)c(=O)n2C (stereo unspecified) | 0% | 0% | 5% | -1% | -0.1% | 1.9% | 2.8% | 18% | 2.8 | 62
O=C(c1ccc(COc2ccc(Cl)cc2Cl)o1)N1CCCC1 | -6% | -7% | 10% | 9% | -0.1% | -1.1% | 0.1%[50 µM] | 10% | 5.4 | 60
COc1ccc(NC(=O)CC23CC4CC(C2)CC(n2nnc(C)n2)(C4)C3)cc1 | 0% | 6% | 3% | 0% | -0.3% | 1.1% | 0.0% | 2% | -0.1 | 69
O=C(NCCN1CCOCC1)C(=O)NCc1ccco1 | -1% | -5% | -8% | 2% | -0.1% | 1.4% | 0.5% | -2% | 0.3 | 86
O=C(O)/C=C/c1cccc2c1OCCO2 | -4% | 11% | 12% | -4% | 0.7% | 1.1% | -0.6%[50 µM] | 4% | -1.0 | 56
O=C(COn1nnc2ccc(Cl)cc21)NC12CC3CC(CC(C3)C1)C2 | -14% | 17% | -5% | 8% | -0.1% | 0.6% | -1.5% | -2% | -0.1 | 60

Continued; it opens with the five that closed the last part.
SMILES | NS5 inhibitors | GPR55 antagonists | AID2073 | GPR35 arrestin U2OS | GPR55 activation | HIV fusion peptide | UTI89 phage lysis | SIAH1 antagonists | NTR1 ag | NTR1 ag cell count 20 µM
O=C(c1ccc(COc2ccc(Cl)cc2Cl)o1)N1CCCC1 | -6% | -7% | 10% | 9% | -0.1% | -1.1% | 0.1%[50 µM] | 10% | 5.4 | 60
COc1ccc(NC(=O)CC23CC4CC(C2)CC(n2nnc(C)n2)(C4)C3)cc1 | 0% | 6% | 3% | 0% | -0.3% | 1.1% | 0.0% | 2% | -0.1 | 69
O=C(NCCN1CCOCC1)C(=O)NCc1ccco1 | -1% | -5% | -8% | 2% | -0.1% | 1.4% | 0.5% | -2% | 0.3 | 86
O=C(O)/C=C/c1cccc2c1OCCO2 | -4% | 11% | 12% | -4% | 0.7% | 1.1% | -0.6%[50 µM] | 4% | -1.0 | 56
O=C(COn1nnc2ccc(Cl)cc21)NC12CC3CC(CC(C3)C1)C2 | -14% | 17% | -5% | 8% | -0.1% | 0.6% | -1.5% | -2% | -0.1 | 60
Cc1ccc(NNC(=S)Nc2ccc(C(C)C)cc2)c(C)c1 | -5% | 2% | -17% | 15% | -0.2% | -2.5% | i | 5% | 4.0 | 53
O=C(CSc1nnc(C2COc3ccccc3O2)o1)Nc1ccc(F)cc1Cl (stereo unspecified) | -2% | 18% | 8% | 8% | 0.4% | -0.1% | 0.6% | -4% | -0.1 | 49
Cc1[nH]c2ccccc2c1-c1csc(NC(=O)CN2CCOCC2)n1 | -6% | 3% | -5% | 0% | -0.2% | 0.0% | 0.6% | 0% | 0.6 | 47
COc1ccc(C(=O)Nc2cc(C)cc(C)c2)cc1S(=O)(=O)N1CCOCC1 | -4% | 23% | -5% | 5% | -0.1% | 14% | 3.7% | 1% | 0.3 | 64
CCOC(=O)CC(=O)CSc1ccc2nnc(-c3ccccc3)n2n1 | 8% | 16% | 8% | -6% | -0.4% | 1.1% | 2.8% | 4% | 2.9 | 82
CCc1ccc(OCC(=O)c2c(O)c3ccccc3oc2=O)cc1 | -10% | -4% | 6% | 6% | 0.0% | 0.7% | i | 2% | -0.2 | 40
CSCCC(NC(=O)c1ccc(Cl)cc1)C(=O)OCC(=O)Nc1cc(Cl)ccc1C (stereo unspecified) | -4% | 24% | 13% | 10% | -0.3% | 3.2% | -1.9% | 2% | -0.9 | 63
COCC1CCN(C(=O)c2cc(COc3cc(C)c(Cl)c(C)c3)on2)C1 (stereo unspecified) | -5% | 14% | 0% | 16% | -0.2% | 0.7% | 0.0% | 0% | 2.0 | 62
CCOC(=O)c1ccccc1NC(=O)/C(C)=C/C(=O)O | -4% | 3% | 1% | 15% | -2.1% | -0.7% | 0.1% | 0% | -0.4 | 79
O=C(c1ccco1)N1CCN(Cc2nc3ccccc3c(=O)n2-c2ccc(F)cc2)CC1 | -3% | 9% | -4% | 2% | -0.2% | -2.4% | 4.4% | -1% | -1.0 | 57
CC1=NN(c2nc(-c3ccc(C)cc3)cs2)C(=O)C1N=Nc1ccccc1O (stereo unspecified) | x | -3% | 15% | 0% | -0.1% | 6.0% | x | 2% | 7.5 | 30
COc1ccc(OC)c(S(=O)(=O)Nc2cccc(-c3ccc(N4CCCCCC4)nn3)c2)c1 | -18% | 14% | 18% | -6% | -0.2% | -1.1% | 1.3% | 1% | 6.8 | 42
O=S(=O)(N/N=C/c1ccc(OC2CSC2)cc1)c1ccccc1 | 3% | 6% | 19% | 15% | 0.6% | -0.5% | 3.7%[50 µM] | 0% | 0.8 | 88
Cc1nnc(NC(=O)CCC(=O)NC2CCCCCCC2)s1 | -4% | 14% | -4% | -2% | -0.2% | -0.6% | 0.2% | 8% | 0.1 | 56
Cc1ccc2c(c1)C(c1ccncc1)=NNC(c1ccc(F)cc1)=N2 | -1% | 22% | -5% | -5% | 0.2% | -0.6% | -1.0% | 11% | 2.8 | 46
Cc1cc(-c2nnc(CCC(=O)NCc3cc(F)cc(C(F)(F)F)c3)o2)no1 | -3% | -2% | 10% | 3% | -0.1% | -0.1% | -0.1% | -4% | 0.5 | 63
CC(NS(=O)(=O)c1cccc(Cl)c1)C(=O)Nc1ccc(-c2nc3ccccc3s2)cc1 (stereo unspecified) | -7% | 7% | 14% | 1% | -0.2% | -2.3% | 0.3% | -5% | 14 | 53
O=C(CN1C(=O)C(=O)N(Cc2ccccc2)C1=O)Nc1cc(Cl)cc(Cl)c1 | -3% | 7% | -12% | -2% | 0.2% | -1.0% | 0.3% | 2% | -0.6 | 69
C[C@H](NC(=O)N1CCn2c1nc1ccccc12)C(=O)NCc1ccc2c(c1)OCO2 | 1% | 3% | -11% | -18% | -0.1% | 0.8% | 0.4% | -3% | -1.2 | 57
